POLI inh = inhibitors of human DNA polymerase iota; Pol iota fluorescent replication assay, 10 min; Q9UNA4; 390,000 compounds, 1% hits; Potency, µM (series often up to 115 µM), without a hit: at the top dose activity, negative = inhibition, actives largely listed as inhibitors
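Pol iota at 10 nM preincubated 15 min with compounds at room temperature; reaction started with fluorescent substrate, 50 nM final. Fluorescence read kinetically at 0 and 10 min; buffer-only wells as negative control.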
Pin1 inh = inhibitors of human Pin1; Q13526; Pin1 FP peptide displacement, HiFluor488, 10 min; Potency, µM (top dose mostly 115 µM), without a hit: at the top dose activity, negative = inhibition, actives largely listed as inhibitors; 390,000 compounds, 0.009% hits; active = well fitted inhibition curve with a large enough effect in the polarisation, with a control signal flat, not every such curve was filed as active; inconclusive = small, poorly fitted or top-dose-only effect, or effect the other way, or a change in a side signal; inactive = no such curve, though single readings can be large or run the other way; the % refers to the polarisation; also: % is scaled to controls: 0 for no effect and ±100 for the full control effect
JMJD2A Tudor = JMJD2A Tudor domain (human) inhibition; Potency, µM (titrated, usually from 114 µM), without a hit: at the highest dose activity change, negative = inhibition, usual class: inhibitors; AlphaScreen JMJD2A-Tudor / H3K4me3 peptide binding; O75164; 390,000 compounds, 4.4% hits; also: % is scaled to controls: 0 for no effect and ±100 for the full control effect; nearly all actives have a fitted effect of over 50% in size
PGK inhibitor = T. brucei PGK inhibition; P07378; PGK/GAPDH coupled, Kinase-Glo luminescence, 60 min; Potency, µM (highest dose often 57.5 µM), for the others: top-dose activity change, negative = inhibition, usual class: inhibitors; 380,000 compounds, 0.043% hits; AID 602233; also: % is scaled to controls: 0 for no effect and ±100 for the full control effect; nearly all actives have a fitted effect of over 60% in size
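Recombinant glycosomal PGK reaction used 1,3-bisphosphoglycerate generated in-well by GAPDH (100nM final) in 100mM TEA pH 7.6, 5mM MgCl2, 0.01% Tween-20. After 60 minutes at room temperature, ATP was read by Kinase-Glo Plus luminescence end-point.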
HP1b binding inh = HP1-beta chromodomain-methylated histone interaction inhibition | Potency, µM (series often up to 114 µM), without a hit: at the highest dose activity change, negative = inhibition, hits mostly inhibitors | 390,000 compounds, 0.56% hits | AlphaScreen HP1-beta / biotin-H3K9me3 peptide binding | AID 540317 | P83916; also: nearly all actives have a fitted effect of over 70% in size; inactives centre near 23
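Compound inhibition of the preformed complex between 50 nM HP1-beta and 50 nM biotinylated H3K9me3 peptide was read by AlphaScreen. Buffer was PBS pH 7.4 with 0.01% Tween-20. Incubations ran 30 min at room temperature, with 10 ug/mL donor/acceptor beads.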
BAZ2B inh = blocks human BAZ2B; Potency, µM (doses to about 114 µM), inactives show at the highest dose activity change, negative = inhibition, usual class: inhibitors; AID 504333; 360,000 compounds, 4.4% hits; AlphaScreen BAZ2B-H3K14Ac peptide displacement; also: % is scaled to controls: 0 for no effect and ±100 for the full control effect; nearly all actives have a fitted effect of over 60% in size
Target sequence (Q9UIF8 whole entry, looked up): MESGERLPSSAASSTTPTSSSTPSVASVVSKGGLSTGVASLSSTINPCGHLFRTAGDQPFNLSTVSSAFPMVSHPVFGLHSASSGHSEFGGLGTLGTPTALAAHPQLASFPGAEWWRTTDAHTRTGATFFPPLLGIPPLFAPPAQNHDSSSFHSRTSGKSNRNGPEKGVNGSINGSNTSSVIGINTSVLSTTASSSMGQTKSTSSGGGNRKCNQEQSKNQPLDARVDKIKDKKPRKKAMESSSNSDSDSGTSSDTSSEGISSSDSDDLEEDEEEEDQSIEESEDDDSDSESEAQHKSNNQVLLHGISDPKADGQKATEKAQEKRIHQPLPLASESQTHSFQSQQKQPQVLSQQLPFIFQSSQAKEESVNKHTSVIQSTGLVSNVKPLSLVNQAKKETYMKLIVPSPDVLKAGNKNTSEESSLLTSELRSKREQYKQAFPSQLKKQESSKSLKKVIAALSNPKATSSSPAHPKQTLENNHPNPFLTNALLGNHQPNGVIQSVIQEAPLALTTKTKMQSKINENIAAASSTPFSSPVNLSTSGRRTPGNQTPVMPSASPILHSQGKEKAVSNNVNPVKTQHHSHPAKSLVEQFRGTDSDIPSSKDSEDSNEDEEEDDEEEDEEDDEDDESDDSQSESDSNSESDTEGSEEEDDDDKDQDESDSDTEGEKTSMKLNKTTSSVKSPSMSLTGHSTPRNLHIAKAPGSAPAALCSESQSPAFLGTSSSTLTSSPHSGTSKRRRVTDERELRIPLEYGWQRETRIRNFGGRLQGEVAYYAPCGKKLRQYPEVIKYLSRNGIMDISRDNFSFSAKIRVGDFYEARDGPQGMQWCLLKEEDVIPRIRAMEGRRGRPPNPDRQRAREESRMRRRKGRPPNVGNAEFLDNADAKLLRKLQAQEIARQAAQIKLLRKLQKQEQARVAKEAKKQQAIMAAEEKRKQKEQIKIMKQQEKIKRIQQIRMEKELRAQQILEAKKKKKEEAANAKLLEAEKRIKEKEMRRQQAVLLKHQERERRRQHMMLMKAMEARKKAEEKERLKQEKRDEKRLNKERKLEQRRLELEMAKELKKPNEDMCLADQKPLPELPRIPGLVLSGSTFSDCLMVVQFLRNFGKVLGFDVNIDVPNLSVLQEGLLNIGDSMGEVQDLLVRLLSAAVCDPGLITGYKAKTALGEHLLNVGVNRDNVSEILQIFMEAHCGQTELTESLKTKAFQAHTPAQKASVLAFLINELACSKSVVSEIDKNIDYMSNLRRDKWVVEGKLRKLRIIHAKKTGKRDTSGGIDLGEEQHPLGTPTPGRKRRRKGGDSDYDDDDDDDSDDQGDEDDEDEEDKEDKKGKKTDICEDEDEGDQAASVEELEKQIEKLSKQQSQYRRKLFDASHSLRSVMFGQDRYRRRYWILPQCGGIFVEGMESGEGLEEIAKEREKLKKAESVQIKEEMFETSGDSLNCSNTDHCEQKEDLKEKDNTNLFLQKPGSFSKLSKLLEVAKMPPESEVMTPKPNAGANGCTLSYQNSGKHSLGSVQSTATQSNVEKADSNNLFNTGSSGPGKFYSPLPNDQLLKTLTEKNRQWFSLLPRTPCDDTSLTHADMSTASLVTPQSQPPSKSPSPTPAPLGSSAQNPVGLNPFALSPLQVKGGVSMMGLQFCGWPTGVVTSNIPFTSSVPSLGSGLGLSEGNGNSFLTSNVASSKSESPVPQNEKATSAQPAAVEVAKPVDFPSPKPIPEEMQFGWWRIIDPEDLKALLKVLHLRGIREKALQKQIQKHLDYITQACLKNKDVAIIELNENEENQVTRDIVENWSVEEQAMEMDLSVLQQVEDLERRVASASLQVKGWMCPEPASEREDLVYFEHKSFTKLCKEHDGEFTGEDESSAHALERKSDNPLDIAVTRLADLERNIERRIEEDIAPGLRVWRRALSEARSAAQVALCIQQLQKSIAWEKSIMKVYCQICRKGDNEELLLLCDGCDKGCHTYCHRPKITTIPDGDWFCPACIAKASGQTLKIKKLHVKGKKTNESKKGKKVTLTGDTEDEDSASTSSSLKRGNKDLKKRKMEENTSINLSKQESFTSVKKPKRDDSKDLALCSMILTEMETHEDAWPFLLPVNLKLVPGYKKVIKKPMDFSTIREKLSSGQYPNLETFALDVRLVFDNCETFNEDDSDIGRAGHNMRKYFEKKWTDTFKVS
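Inhibition is scored as reduced AlphaScreen emission. The BAZ2B/b-H3(5-23)K14Ac complex (50 nM each) in PBS pH 7.4, 0.01% Tween-20 meets compound (up to 110 uM) for 30 min at RT before bead addition.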
G9a inh = inhibitors of human histone lysine methyltransferase G9a; Q96KQ7; Potency, µM (top dose mostly 102 µM), for inactives: at the top dose activity, negative = inhibition, hits mostly inhibitors; G9a H3K9 monomethylation, AlphaScreen, 2 h; 350,000 compounds, 8.8% hits; also: % is scaled to controls: 0 for no effect and ±100 for the full control effect; nearly all actives have a fitted effect of over 75% in size
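Quantitative HTS format: methyltransferase activity on a biotin-tagged H3K9 peptide is measured by AlphaScreen, using a rabbit anti-monomethyl-H3K9 antibody with streptavidin donor and anti-IgG acceptor beads. Final levels are 20 nM enzyme, 500 nM peptide, 20 uM SAM; 2 h RT.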
BLM helicase inh = Bloom syndrome helicase (human) inhibition; P54132; Potency, µM (top dose mostly 56.1 µM), for the others: at the top dose activity change, negative = inhibition, most hits filed as inhibitors; recombinant BLM DNA unwinding, fluorescence dequenching; 350,000 compounds, 0.2% hits; AID 2528;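 also: plate controls were vehicle for no effect and no enzyme for full effect; nearly all actives have a fitted effect of over 35% in size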
GLS inhibitor = inhibitors of human glutaminase (GLS) | GLS enzymatic activity, qHTS titration | Potency, µM (titrated, usually from 45.5 µM), inactives show at the top dose activity change, negative = inhibition, hits mostly inhibitors | 410,000 compounds, 0.21% hits; also: % is scaled to controls: 0 for no effect and ±100 for the full control effect
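Glutamate formation by hKGA was monitored fluorometrically using coupled glutamate oxidase, HRP and Amplex Red. Substrate was added as 1 mM L-glutamine solution; incubation was 30 min at RT after an initial read.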
* hit, by the source's call; i = inactive; ? = inconclusive; nt = not tested or not shown; & = joins results of further samples; [ ] = dose if it differs, or a comment. Unless noted, calls follow the shape of the dose curve; as a rule, active = well fitted curve in the direction sought with a large enough effect; inconclusive = small, poorly fitted or top-dose-only effect, or another doubt; inactive = no such curve, though single readings can be large; an effect the other way counts as inactive or inconclusive. Potency is read from the fitted curve at half-maximal effect. An excerpt; the hit share may differ from the screen's.

no.	POLI inh	Pin1 inh	JMJD2A Tudor	PGK inhibitor	HP1b binding inh	BAZ2B inh	G9a inh	BLM helicase inh	GLS inhibitor	SMILES
1	23%	-5%	-14%	-2%	27%	-19%	10%	-6%	-4%	Cc1nn2c(-c3ccc(S(=O)(=O)N4CCN(CCO)CC4)o3)nnc2c2ccccc12
2	-14%	?	-9%	-3%	23%	-8%	-42%[59 µM]	-2%	-16%	CCOC(=O)c1c(C)[nH]c(C)c1S(=O)(=O)N(C)CC(=O)Nc1cc(Cl)ccc1OC
3	0%	1%	2%	-7%	22%	?	7%	-4%	4%	N#CCCNc1ccc(OCCC#N)cc1
4	110%[activator]	-4%	-20%	-4%	-9%	-27%	2%	-4%	1%	C=CCn1c(SCC(=O)c2cc(C)n(C)c2C)nnc1-c1ccncc1
5	4%	-5%	-12%	-2%	72%[activator]	8%	79µM*	-3%	5%	O=C1C(Cl)=C(N2CCOCC2)C(=O)N1c1cccc(C(F)(F)F)c1
6	-9%	1%	-20%	-9%	8%	-10%	-3%[59 µM]	-1%	-6%	COCCc1nn2c(=O)cc(COC(=O)c3ccco3)nc2s1
7	32%[activator]	5%	28µM*	-10%	-27%	50µM*	2.2µM*	-2%	9%	COc1ccc(CN2CCc3ccccc3C2)cc1Br
8	-14%	6%	-3%	-7%	30%	9%	?	5%	2%	Cn1c(SC/C=C/c2ccccc2)nnc1-c1ccco1
9	18%	-2%	-13%	i	52%[activator]	2%	1%	-6%	-9%	CC1CCN(S(=O)(=O)c2ccc(C(=O)N3CCN(c4ccccc4F)CC3)cc2)CC1
10	3%	9%	-14%	2%	36%[activator]	nt	-8%[59 µM]	0%	-3%	O=c1cc(CSc2ccc(Cl)cc2)nc2nc[nH]n12
11	-20%	6%	-22%	0%	14%	-11%	4%[59 µM]	-10%	1%	COCCOC(=O)/C(=C\c1cc(C(C)(C)C)c(O)c(C(C)(C)C)c1)C(C)=O
12	-12%	4%	?	i	17%	-1%	?	0%	1%	COC(=O)CCCCC(=O)C1C(=O)CC(C)(C)C(C(=O)OC)C1=O (stereo unspecified)
13	69%[activator]	-17%	100µM*	-9%	21%	7%	12%	-2%	1%	CCCn1c(N2CCN(C(=O)Nc3ccc(Cl)cc3)CC2)nc2ccccc21
14	22%	-2%	?	-5%	15%	3%	?	-2%	5%	CCSc1nnc(NC(=O)C2CCCN(S(=O)(=O)c3cnc[nH]3)C2)s1 (stereo unspecified)
15	29%	-1%	-11%	-8%	21%	-31%	?	0%	5%	Cc1cnc(C(=O)OCC(=O)Nc2ccc(C)c(S(=O)(=O)N(C)C)c2)cn1
16	51%[activator]	-2%	2%	-7%	29%	-4%	-22%	-1%	1%	O=C(COC(=O)Cc1ccsc1)Nc1ccccc1
17	60%[activator]	-2%	26%	-1%	75%[activator]	9%	19%	1%	-4%	CCN(CC)c1ccc2c(C)c(CO)c(=O)oc2c1
18	1%	3%	-1%	-8%	12%	-1%	?	1%	4%	Cc1onc(-c2ccccc2)c1C(=O)N1CCOCC1
19	?	-3%	-23%	-14%	7%	71µM*	nt	-11%	0%	O=C(CSc1nnc(CNC(=O)c2c(F)cccc2F)o1)NCc1ccco1
20	21%	-1%	-8%	-11%	5%	-4%	4%	-1%	1%	Cc1ccc(NC(=O)CN2C(=O)C3C4C=CC(C4)C3C2=O)cc1 (stereo unspecified)
21	6%	-3%	-18%	-7%	48%[activator]	3%	?	1%	2%	O=C(NC(=S)NC1CCSC1=O)c1ccccc1 (stereo unspecified)
22	?	?	-10%	-6%	72%[activator]	-6%	42%[59 µM]	-25%	-12%	Cc1ccc(-c2cc(C(=O)Oc3ccccc3)c3cccc(C)c3n2)cc1
23	13%	-3%	-6%	i	31%	-1%	-1%	1%	-2%	COc1cc(/C=N/n2nnnc2N)cc(OC)c1OC
24	?	0%	-18%	14%	29%	-24%	?	-6%	8%	CC(NC(=S)NCCCN1CCOCC1)C12CC3CC(CC(C3)C1)C2 (stereo unspecified)
25	3%	3%	-12%	3%	29%	1%	?	4%	-4%	CCN1CCN(CCNC(=O)CS(=O)(=O)Cc2nc(-c3ccc(C)cc3)oc2C)CC1

Four records drawn at random from those above, as already listed:
no.	POLI inh	Pin1 inh	JMJD2A Tudor	PGK inhibitor	HP1b binding inh	BAZ2B inh	G9a inh	BLM helicase inh	GLS inhibitor	SMILES
17	60%[activator]	-2%	26%	-1%	75%[activator]	9%	19%	1%	-4%	CCN(CC)c1ccc2c(C)c(CO)c(=O)oc2c1
22	?	?	-10%	-6%	72%[activator]	-6%	42%[59 µM]	-25%	-12%	Cc1ccc(-c2cc(C(=O)Oc3ccccc3)c3cccc(C)c3n2)cc1
9	18%	-2%	-13%	i	52%[activator]	2%	1%	-6%	-9%	CC1CCN(S(=O)(=O)c2ccc(C(=O)N3CCN(c4ccccc4F)CC3)cc2)CC1
16	51%[activator]	-2%	2%	-7%	29%	-4%	-22%	-1%	1%	O=C(COC(=O)Cc1ccsc1)Nc1ccccc1

Additional records follow:
no.	POLI inh	Pin1 inh	JMJD2A Tudor	PGK inhibitor	HP1b binding inh	BAZ2B inh	G9a inh	BLM helicase inh	GLS inhibitor	SMILES
26	25%	-20%	-18%	-9%	-2%	-3%	13%	-4%	4%	O=C(NC1CCCC1)c1ccc(Cl)c(S(=O)(=O)N2CCCCC2)c1
27	8%	-4%	40%[activator]	-3%	139%[activator]	104%[activator]	148%[activator][59 µM]	-3%	0%	Cc1cccc(OC(=O)c2nc(SCc3ccccc3F)ncc2Cl)c1
28	3%	0%	-4%	15%	9%	7%	11%[59 µM]	2%	5%	Cc1c(Cl)cccc1NC(=O)c1ccc(OCC(=O)NCc2ccccc2)cc1
29	2%	10%	-22%	-8%	16%	nt	nt	nt	-6%	CCCc1cc(=O)[nH]c(SCC(=O)Nc2sc3c(c2C(N)=O)CCCC3)n1
30	5%	-2%	-23%	i	-1%	nt	nt	nt	3%	CN(C)C(CNC(=O)c1cc2ccccc2o1)c1ccccc1 (stereo unspecified)
31	15%	0%	-3%	4%	20%	10%	-42%[59 µM]	-3%	7%	CC1CCN(C(=O)CN2C(=O)c3ccccc3S2(=O)=O)CC1
32	29%	-3%	56µM*	-3%	-5%	-29%	71µM*	-9%	?	COc1cc(C2C(C(=O)c3ccco3)=C(O)C(=O)N2Cc2ccccc2)ccc1O (stereo unspecified)
33	-9%	1%	-10%	-4%	30%[activator]	-27%	10%	-2%	4%	CS(=O)(=O)N1CCN(CC(=O)NC2CCCC2)CC1
34	11%	-4%	-3%	-9%	36%[activator]	3%	28µM*	-6%	0%	O=C(c1ccco1)N1CCN(C2CC(=O)N(c3ccc(F)c(Cl)c3)C2=O)CC1 (stereo unspecified)
35	13%	-3%	-5%	i	17%	-17%	?	-6%	0%	O=C(Nc1nnc(SCc2c(Cl)cccc2Cl)s1)c1cccc([N+](=O)[O-])c1
36	79%[activator]	-5%	-10%	i	38%[activator]	11%	-1%	-10%	-15%	Cc1ccc(C)c(OCCCC(=O)NC2CCCCC2)c1
37	47%[activator]	?	?	-4%	36%	-8%	nt	-7%	11%	CC[n+]1ccc(/C=C/c2c[nH]c3ccccc23)cc1
38	38%[activator]	-7%	?	0%	-15%	?	-49%[59 µM]	-2%	?	COc1cccc(NC(=O)CC2Nc3cc(C)c(C)cc3NC2=O)c1 (stereo unspecified)
39	20%	-2%	12%	-2%	49%[activator]	-4%	4%[59 µM]	0%	5%	CCCS(=O)(=O)N1CCC(C(=O)NCCc2ccccc2)CC1
40	19%	0%	-5%	nt	15%	6%	2%	1%	-6%	O=C(CC(Cc1ccccc1)C(=O)O)Nc1ccccc1 (stereo unspecified)
41	20%	2%	-3%	i	34%[activator]	-9%	-4%	-5%	-16%	O=C(NCC1CCCO1)c1ccc(Br)o1 (stereo unspecified)
42	-4%	-5%	-6%	-6%	11%	-4%	6%	1%	1%	CC1CCN(C(=O)CN(Cc2ccc(Cl)cc2)S(C)(=O)=O)CC1
43	-19%	nt	?	-4%	-35%	?	?	-7%	-21%	COc1cc(/C=C2/C(=O)NN(c3ccc(Cl)cc3)C2=O)ccc1OC(=O)c1ccco1
44	8%	-7%	-12%	i	24%	5%	5%	nt	-5%	O=C(Nc1ccccn1)c1ccc(S(=O)(=O)N2CCCCC2)cc1
45	1%	1%	10%[57.1 µM]	-2%	45%[activator]	1%	-12%[59 µM]	-3%	-2%	COc1ccc(Br)cc1S(=O)(=O)NCc1ccccc1
46	?	?	?	-8%	-8%	?	?	-10%	3%	O=C(Nc1ccc2c(c1)OCO2)C1CCN(C(=O)CSc2ncnc3ccccc23)CC1
47	27%&-15%	3%&0%	5%&-11%	-5%&0%	57%&14%[activator]	-1%	-10%	1%&-2%	-6%&9%	CCC(=O)N1CCc2cc(S(=O)(=O)CCC(=O)NCc3cccc(OC)c3)ccc21
48	40%[activator]	2%	-14%	-6%	28%	-12%	-7%	-2%	1%	O=c1c(-c2ccc(Br)cc2)[n+]([O-])c2ccccc2n1OCc1ccccc1
49	5%	19%	?	-3%	3%	?	?	-12%	1%	CCOC(=O)c1cc(-c2ccc(C)cc2)n(CCC(=O)Nc2nc3c(C)cccc3s2)c1C
50	16%	-2%	-16%	-10%	24%	-8%	-9%	-2%	-3%	COc1cc(NC(=O)CSc2nc3[nH]ncc3c(=O)n2-c2ccccc2C)cc(OC)c1OC
51	38%[activator]	-13%	-13%	i	2%	-13%	-23%	-2%	19%	CC(C)C(=O)Nc1c(O)c2ccccc2[nH]c1=O
52	25%	-4%	-19%	-3%	-7%	-20%	-6%	-2%	39%[activator]	O=C(Nc1cc(N2CCCCC2)ncn1)c1ccc(F)cc1
53	18%	-5%	-15%	10%	18%	-6%	40µM*	3%	19%	CC(NS(=O)(=O)c1ccc(Br)cc1)C(=O)NCCc1ccccc1 (stereo unspecified)
